GoLoco inh red = RGS12 GoLoco-Gai1 interaction inhibition; Gai1:RGS12 GoLoco peptide FP, rhodamine, 10 min; hit rate 0.44% among 230,000; Potency, µM (top dose mostly 61.6 µM), for inactives: at the highest dose activity, negative = inhibition, usual class: inhibitors; P63096; AID 880; active = well fitted inhibition curve with a large enough effect, not every such curve was filed as active; inactive = no such curve, though single readings can be large or run the other way; note: % is set by controls: 0 for no effect and ±100 for the full control effect; nearly all actives have a fitted effect of over 30% in size; many of its hits are not listed in these tables
TRb SRC2 PPI = disrupts binding of human TR beta to SRC2; TRbeta-SRC2 peptide binding, fluorescence polarization; receptor liganded with 1 µM T3; Potency, µM (top dose mostly 106 µM), without a hit: top-dose activity change, negative = inhibition, usual class: inhibitors; hit rate 0.065% among 280,000;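 note: plate controls were bound peptide for no effect and peptide without receptor for full effect; nearly all actives have a fitted effect of over 50% in size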
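Fluorescence polarization of 20 nM Texas Red SRC2 peptide (20-aa NR interaction domain) bound to 0.6 uM human TRb ligand-binding domain, with 1 uM T3, after 5 hr at ambient temperature; inhibition seen as decreased polarization.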
TR SRC2 fluor cs = Texas Red fluorescence interference in TRb-SRC2 counter-screen | Potency, µM (top dose mostly 106 µM), for inactives: at the highest dose fluorescence change, negative = quenching | hit rate 0.29% among 280,000 | TRb/SRC2 Texas Red total fluorescence interference | AID 1479; active = well fitted curve in either direction with a large enough effect; inconclusive = small, poorly fitted or top-dose-only effect; note: % is set by controls: 0 for no effect and ±100 for the full control effect
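Human TRβ ligand-binding domain (0.6 uM) and Texas Red SRC2 peptide (20 nM) in Tris buffer with 1 uM T3 and 5% DMSO were incubated with pinned compound for 5 hr at ambient temperature. Total fluorescence was computed as S + 2P (555/632 nm).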
KDM4E inh = blocks human JMJD2E demethylase activity. B2RXH2. JMJD2E catalytic domain, FDH-coupled NADH fluorescence (FDH is formaldehyde dehydrogenase). Potency, µM (doses to about 57.1 µM), for inactives: at the highest dose activity change, negative = inhibition, most hits filed as inhibitors. hit rate 1.6% among 230,000. AID 2147; active = well fitted inhibition curve with a large enough effect, not every such curve was filed as active; inconclusive = small, poorly fitted or top-dose-only effect, or another doubt; inactive = no such curve, though single readings can be large or run the other way;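 note: 0% = wells with enzyme and -100% = buffer wells without enzyme; nearly all actives have a fitted effect of over 50% in size; many of its hits are not listed in these tables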
ALDH1A1 block = inhibitors of human aldehyde dehydrogenase 1A1; Purified ALDH1A1, NADH fluorescence, propionaldehyde substrate; Potency, µM (series often up to 75.3 µM), without a hit: top-dose activity, negative = inhibition, most hits filed as inhibitors; hit rate 7.3% among 220,000; AID 1030; active = well fitted inhibition curve with a large enough effect, not every such curve was filed as active; inconclusive = small, poorly fitted or top-dose-only effect, or another doubt; inactive = no such curve, though single readings can be large or run the other way;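 note: plate controls were no enzyme wells and a reference inhibitor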
Target sequence (P00352 whole entry, looked up): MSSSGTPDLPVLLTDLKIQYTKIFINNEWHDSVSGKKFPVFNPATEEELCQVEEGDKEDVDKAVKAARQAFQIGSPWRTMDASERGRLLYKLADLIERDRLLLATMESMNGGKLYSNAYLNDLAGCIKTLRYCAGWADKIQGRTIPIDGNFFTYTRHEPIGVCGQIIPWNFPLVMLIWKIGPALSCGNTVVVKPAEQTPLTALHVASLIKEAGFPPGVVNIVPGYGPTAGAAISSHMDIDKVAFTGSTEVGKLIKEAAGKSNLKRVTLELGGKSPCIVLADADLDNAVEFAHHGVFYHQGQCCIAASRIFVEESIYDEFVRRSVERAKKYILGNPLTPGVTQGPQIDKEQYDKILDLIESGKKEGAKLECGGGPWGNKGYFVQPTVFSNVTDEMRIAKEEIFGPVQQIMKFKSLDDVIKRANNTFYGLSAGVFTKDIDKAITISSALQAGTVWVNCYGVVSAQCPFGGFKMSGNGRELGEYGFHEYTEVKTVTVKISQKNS
RECQ1 inh = blocks DNA unwinding by human RECQ1; P46063; RECQ1 DNA unwinding, red fluorescence kinetic read; Potency, µM (series often up to 57.3 µM), inactives show top-dose activity, negative = inhibition, usual class: inhibitors; hit rate 0.54% among 240,000; AID 2549;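 note: plate controls were vehicle for no effect and no enzyme for full effect; nearly all actives have a fitted effect of over 30% in size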
Target sequence (P46063 whole entry, looked up): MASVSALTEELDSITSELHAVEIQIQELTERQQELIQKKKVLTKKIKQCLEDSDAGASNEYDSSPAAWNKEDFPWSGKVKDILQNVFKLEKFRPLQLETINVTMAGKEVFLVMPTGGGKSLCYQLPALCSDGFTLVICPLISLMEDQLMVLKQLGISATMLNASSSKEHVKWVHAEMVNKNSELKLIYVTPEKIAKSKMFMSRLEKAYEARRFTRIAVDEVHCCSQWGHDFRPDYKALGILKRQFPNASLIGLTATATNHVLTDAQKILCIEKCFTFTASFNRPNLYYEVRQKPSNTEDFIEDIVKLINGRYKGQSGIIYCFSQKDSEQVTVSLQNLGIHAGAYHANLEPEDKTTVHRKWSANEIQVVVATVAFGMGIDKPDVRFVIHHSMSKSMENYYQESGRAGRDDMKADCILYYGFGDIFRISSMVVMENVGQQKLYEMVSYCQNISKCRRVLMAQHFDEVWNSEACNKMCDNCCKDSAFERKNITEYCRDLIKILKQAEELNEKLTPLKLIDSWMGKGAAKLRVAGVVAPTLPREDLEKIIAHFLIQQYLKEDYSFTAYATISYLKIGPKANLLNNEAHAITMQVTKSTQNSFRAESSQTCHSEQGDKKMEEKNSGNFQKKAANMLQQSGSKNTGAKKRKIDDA
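RECQ1T1 50 nM; forked duplex (20 bp + 30-nt ss tails) 200 nM, ATP 2 mM final; pH 8.0, 2 mM MgCl2, 2.5 ug/ml poly(dI-dC); 15 min compound preincubation; discontinuous kinetic read over 2 h at RT.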
SMN2 splice enh = increases expression of the SMN2 splice variant; Potency, µM (titrated, usually from 46.1 µM), for inactives: top-dose activity change, positive = activation, hits mostly activators; AID 1458; HEK293 SMN2-luciferase splicing reporter, luminescence, 30-36 h; hit rate 2.8% among 210,000; note: % of control where 0% means no effect; nearly all actives have a fitted effect of over 55% in size
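HEK293 cells carry an SMN2 […]–luciferase reporter in which exon 7 inclusion puts luciferase in frame. Cells were plated 10-12 h before compound addition, then incubated 30-36 h at 37C. ONE-Glo luminescence was read; sodium butyrate at 4.5 mM final served as control.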
Lamin A splicing = changes lamin A minigene splicing in HeLa cells. HeLa LMNA splicing GFP/RFP minigene ratio, 48 h. Potency, µM (titrated, usually from 46.1 µM), inactives show at the top dose ratio change, negative = inhibition, actives largely listed as inhibitors. hit rate 0.01% among 200,000. AID 1487; active = well fitted inhibition curve with a large enough effect in the signal ratio, with a control signal flat, not every such curve was filed as active; inconclusive = small, poorly fitted or top-dose-only effect, or effect the other way, or a change in a side signal; the % refers to the signal ratio; note: % is set by controls: 0 for no effect and ±100 for the full control effect
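S3 HeLa stable clones carrying a lamin A-EGFP splicing minigene plus DsRed2 were seeded at 600 cells/well in Opti-MEM with 2% FBS, pin-dosed and incubated 48 h at 37°C. Acumen cytometry (488 nm) gave the GFP/RFP total-intensity ratio.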
The depositor's hits bear a star; i = inactive; ? = inconclusive; nt = not tested or not shown; & = joins results of further samples; [ ] = dose if it differs, or a comment. Unless noted, calls come from the whole dose curve; as a rule, active = well fitted curve in the direction sought with a large enough effect; inconclusive = small, poorly fitted or top-dose-only effect, or another doubt; inactive = no such curve, though single readings can be large; an effect the other way counts as inactive or inconclusive. Potency is the fitted concentration of half-maximal effect. This is a subset; the hit share may differ from the screen's.

SMILES	GoLoco inh red	TRb SRC2 PPI	TR SRC2 fluor cs	KDM4E inh	ALDH1A1 block	RECQ1 inh	SMN2 splice enh	Lamin A splicing
O=C1CN(C(=O)COC(=O)c2cccc(S(=O)(=O)NCc3ccccc3)c2)c2ccccc2N1	-31.2%	-1.1%	-3.5%	3.0%	2.1%	-11.8%	-8.4%	7.0%
CC1CCCCN1S(=O)(=O)c1ccc(C(=O)Nc2nnc(-c3ccccn3)o2)cc1 (stereo not drawn)	11.0%	1.2%	-0.3%	?	2.5%	-1.0%	-46.6%	5.9%[9.22 µM]
CCOc1ccc(C2=[N+]([O-])C(C)(C)N(O)C2(C)C)cc1	-8.4%	1.6%	-1.5%	1.2%	2.3%	-3.9%	1.0%	?
CC(C)CC1(C)NC(=O)N(Cc2cc([N+](=O)[O-])cc3c2OCOC3)C1=O (stereo not drawn)	-6.6%	-6.1%	-7.2%	-20.2%	?	-2.2%	nt	-9.8%[46 µM]
CC(Sc1ncc(C#N)c(N)n1)C(=O)Nc1ccccc1 (stereo not drawn)	7.5%	-2.8%	-1.0%	3.8%	-2.5%	-10.1%	1.9%	-6.4%
C=CCOc1ccc(NC(=O)C(=O)NCCCn2ccnc2)cc1	9.1%	0.5%	-2.6%	15.2%	-3.2%	-15.0%	-19.7%	?
C=CCn1c(SCC(=O)N(C)C2CCS(=O)(=O)C2)nnc1-c1ccncc1 (stereo not drawn)	-2.9%	-14.1%	-1.0%	0.5%	4.0%	-4.0%	-7.0%	6.6%
Cc1ccc(OCC(=O)N2N=C(c3ccncc3)CC2(O)C(F)(F)F)cc1C (stereo not drawn)	-6.3%	-7.6%	-5.4%	-3.6%	nt	-6.1%	nt	nt
CCCCn1nnnc1NCc1cccc(OC)c1OC	-1.7%	5.6%	1.0%	4.9%	9.0%	-6.5%	-2.8%	-2.0%
O=C(c1cc(COc2ccc(F)cc2Cl)on1)N(Cc1ccncc1)CC1CCCO1 (stereo not drawn)	0.7%	4.8%	-4.9%	2.8%	8.9%	i	nt	nt
N=C1C(c2nc3ccccc3s2)=C(O)CN1NC(=O)c1ccc([N+](=O)[O-])cc1	6.8%	-2.8%	3.0%	-26.8%	1.78µM*	i	-76.2%[inhibitor]	nt
C[C@H](N)c1nnc(SCC(N)=O)o1	-1.4%	5.3%	0.8%	5.1%	nt	7.6%	nt	nt
CCCCN(CC)S(=O)(=O)c1c(C)[nH]c(=O)[nH]c1=O	6.5%	1.8%	-1.0%	10.0%	10.0%	i	1.5%	-14.1%[46 µM]
CCN(CC)c1ccc(NC(=O)CN2CCN(c3ccccc3F)CC2)cc1	-3.3%	-7.5%&-10.0%	-2.5%&0.1%	11.9%	-10.2%	-11.4%	8.6%	5.2%
Cc1ccc(S(=O)(=O)N2CCOCC2)cc1C(=O)Nc1ccc(C(N)=O)cc1	-2.6%	6.3%	0.1%	13.9%	-2.8%	-2.2%	nt	nt
Cc1nnc2ccc(-c3ccc(NS(C)(=O)=O)cc3)nn12	0.0%	-4.6%	1.9%	0.1%	?	-2.6%	23.5%	-23.1%[46 µM]
Cn1c(=O)c([N+](=O)[O-])c(NCCc2ccccc2)c2ccccc21	0.3%	-1.4%	6.0%	1.3%	-8.1%	-0.4%	-27.5%	-17.3%
CN(CC(=O)Nc1ccc(N2CCOCC2)cc1)CC(=O)Nc1ccc(C(F)(F)F)cc1	4.0%	9.2%	-2.5%	7.6%	-5.4%	11.9%	-17.3%	?
COc1ccc(NC(=O)CN(C)S(=O)(=O)c2ccc(Cl)cc2)c([N+](=O)[O-])c1	4.0%	-12.2%	-1.9%	4.3%	15.3%	i	-8.2%	4.2%
CC(=O)c1ccc(S(=O)(=O)Nc2ccc(-c3cn4c(n3)SCC4)cc2)cc1	-1.9%	-0.2%	1.7%	-0.1%	?	-23.0%	0.5%	nt
COc1c(CO)cc(CO)cc(CO)c1=O	-0.6%	2.4%	-0.1%	-11.7%	-3.4%	-1.2%	9.9%	nt
CCNC(=O)C1CCCN(c2nc(C)cc(C)n2)C1 (stereo not drawn)	7.5%	2.6%	1.4%	?	-0.9%	i	13.5%	nt
CN(C(=O)CC(=O)Nc1ccc(Cl)c(Cl)c1)c1ccccc1	1.0%	2.1%	-3.2%	-0.7%	?	-15.1%	-3.7%	7.3%[46 µM]
N[C@@H](Cc1cc(-c2ccc(Cl)cc2Cl)cc(CP(=O)(O)O)c1O)C(=O)O	-20.7%	2.6%	-5.0%	3.9%	?	i	nt	nt
COc1ccc(-n2c(C)nn(CC3CC3)c2=O)cc1	-18.8%	-4.2%	-4.7%	-1.0%	-1.7%	i	-2.2%	nt
Cc1[nH]c(=O)[nH]c(=O)c1S(=O)(=O)N1CCCC(C(=O)NCc2ccco2)C1 (stereo not drawn)	1.0%	2.0%	-3.2%	5.5%	-5.2%	-1.9%	-19.0%	3.0%
O=C(Nc1ccc(N2CCOCC2)cc1)Nc1ccc2nsnc2c1	8.0%	-2.4%	-8.4%	6.2%	1.0%	-10.2%	nt	1.0%[46 µM]
COc1ccc(NC(=O)CSc2nnc(-c3ccccc3)n2N)cc1	-4.3%	1.9%	-9.5%	4.0%	2.1%	i	-16.3%	-4.1%
CCn1ncc(C2=NOC(C(=O)NCc3ccc(OC)cc3)C2)c1C (stereo not drawn)	-6.9%	-12.8%	4.7%	4.2%	-9.0%	i	-7.2%	?
COc1ccc(NS(=O)(=O)c2ccc3c(c2)CCO3)cc1	-1.7%	1.1%	-0.1%	6.0%	nt	-1.5%	nt	nt

Single records, from the list above.
Entry for `CCn1ncc(C2=NOC(C(=O)NCc3ccc(OC)cc3)C2)c1C` (stereo not drawn) → GoLoco inh red: -6.9%; TRb SRC2 PPI: -12.8%; TR SRC2 fluor cs: 4.7%; KDM4E inh: 4.2%; ALDH1A1 block: -9.0%; RECQ1 inh: i; SMN2 splice enh: -7.2%; Lamin A splicing: ?
Entry for `CC(Sc1ncc(C#N)c(N)n1)C(=O)Nc1ccccc1` (stereo not drawn) → GoLoco inh red: 7.5%; TRb SRC2 PPI: -2.8%; TR SRC2 fluor cs: -1.0%; KDM4E inh: 3.8%; ALDH1A1 block: -2.5%; RECQ1 inh: -10.1%; SMN2 splice enh: 1.9%; Lamin A splicing: -6.4%

(further entries)
SMILES	GoLoco inh red	TRb SRC2 PPI	TR SRC2 fluor cs	KDM4E inh	ALDH1A1 block	RECQ1 inh	SMN2 splice enh	Lamin A splicing
CCNc1ccc(C(=O)Nc2ccc3nc(C)sc3c2)cc1[N+](=O)[O-]	-16.9%	-0.7%	-0.5%	-0.6%	6.4%	3.6%	?	-2.8%
Cn1cccc1C(=O)N1CCN(c2cccc(C(F)(F)F)c2)CC1	8.0%	-14.3%	1.3%	-10.4%	-6.2%	5.4%	-6.1%	5.5%
O=C(NCCN1CCOCC1)c1csc2c1CCCC2	1.3%	-11.9%	-2.1%	5.6%	8.9%	i	9.6%	-9.8%
C/C(CC(=O)Nc1cc(C)ccn1)=N\NC(=O)c1ccc(C)cc1	10.4%	-1.9%	-0.6%	?	5.8%	i	4.1%	4.2%[46 µM]
CC(C)NS(=O)(=O)c1ccc(OCC(=O)NCCC2=CCCCC2)cc1	-0.3%	5.7%	0.2%	-10.3%	-15.1%	11.7%	-6.8%	-4.5%
CCc1nn(C(C)C(=O)N2CCc3ccccc3C2)c(=O)c2cc3occc3n12 (stereo not drawn)	8.9%	5.1%	2.6%	0.2%	2.2%	i	-12.8%	10.2%
CCOC(=O)Cc1nnc(NC(=O)CSc2ccc(C)cc2)s1	1.7%	-1.6%	-0.4%	-11.3%	?	-2.6%	7.9%	4.3%
CCC(C(=O)Nc1ccccc1OC)n1c(C(=O)OC)cc2ccsc21 (stereo not drawn)	-9.9%	-2.9%	2.6%	5.1%	-6.7%	1.41µM*	22.2%	?
Nc1nc(SCC(=O)N2CCc3ccccc32)[nH]c(=O)c1-c1ccccc1	8.7%	-1.9%	-9.0%	9.6%	?	-17.4%	19.0%	?
CCn1c(SCC(=O)Nc2c(C)n(C)n(-c3ccccc3)c2=O)nnc1-c1cccc(C)c1	4.6%	-0.1%	-1.2%	1.6%	0.6%	-0.2%	-12.2%	10.2%
CC(=O)Nc1ccc(-c2csc(Nc3ccccn3)n2)cc1	7.6%	3.7%	-3.0%	-11.9%	nt	i	nt	nt
Cc1cccc(Cn2c(=O)n(CCCC(=O)NCc3ccco3)c(=O)c3ccccc32)c1	-9.2%	-1.9%	1.0%	-8.6%	?	-4.4%	-22.5%	?
COc1ccc(C(=O)Nc2c(Cl)cc(Cl)cc2C(=O)N2CCOCC2)cc1	15.5%	-7.1%	-2.1%	-9.9%	-2.5%	9.9%	1.2%	nt
CN(CC(=O)Nc1ccc(Cl)c(Cl)c1)C(=O)/C=C/c1ccc(F)cc1	nt	3.4%	-5.0%	-1.0%	-2.6%	-10.6%	nt	-19.6%
CCOC(=O)c1ccc(NC(=O)CSc2nc3ncccc3[nH]2)cc1	19.9%	-5.5%	-0.8%	1.6%	1.2%	-6.7%	-6.3%	?
O=S(=O)(Nc1ncnc2scc(-c3ccc(F)cc3)c12)c1cc(F)ccc1F	76.2%[activator]	7.4%	-0.8%	-9.2%	nt	i	nt	nt
CCOC(=O)C1CN(S(=O)(=O)c2ccc(Cl)cc2)c2cc(S(=O)(=O)CC)ccc2O1 (stereo not drawn)	-1.7%	2.5%	0.9%	7.1%	?	i	0.7%	-0.9%[46 µM]
CC(C)=CCC/C(C)=C/C=O	8.1%	-0.4%[201 µM]	-3.5%[201 µM]	nt	?	16.6%	-2.6%	nt

A stretch taken from the entries so far, for reference:
SMILES	GoLoco inh red	TRb SRC2 PPI	TR SRC2 fluor cs	KDM4E inh	ALDH1A1 block	RECQ1 inh	SMN2 splice enh	Lamin A splicing
CCNc1ccc(C(=O)Nc2ccc3nc(C)sc3c2)cc1[N+](=O)[O-]	-16.9%	-0.7%	-0.5%	-0.6%	6.4%	3.6%	?	-2.8%
Cn1cccc1C(=O)N1CCN(c2cccc(C(F)(F)F)c2)CC1	8.0%	-14.3%	1.3%	-10.4%	-6.2%	5.4%	-6.1%	5.5%

Bioassay records (PubChem)
